High-throughput results: PubChem BioAssay, National Center for Advancing Translational Sciences (NCATS)
BAZ2B block = BAZ2B (human) inhibition; Q9UIF8; Potency, µM (series often up to 114 µM), for the others: at the highest dose activity change, negative = inhibition, most hits filed as inhibitors; AlphaScreen BAZ2B-H3K14Ac peptide displacement; AID 504333; hit rate 4.4% among 360,000; also: % is scaled to controls: 0 for no effect and ±100 for the full control effect; nearly all actives have a fitted effect of over 60% in size
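AlphaScreen displacement of biotin-H3(5-23)K14Ac peptide (50 nM final) from BAZ2B (50 nM final) in PBS pH 7.4, 0.01% Tween-20; complex preformed 30 min RT, then compounds (top 110 uM) 30 min RT, beads 20 min dark.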
HP1b binding inh = HP1-beta chromodomain-methylated histone interaction inhibition | AID 540317 | AlphaScreen HP1-beta / biotin-H3K9me3 peptide binding | hit rate 0.56% among 390,000 | Potency, µM (titrated, usually from 114 µM), without a hit: top-dose activity change, negative = inhibition, hits mostly inhibitors; also: nearly all actives have a fitted effect of over 70% in size; inactives centre near 23
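Compound inhibition of the preformed complex between 50 nM HP1-beta and 50 nM biotinylated H3K9me3 peptide was read by AlphaScreen. Buffer was PBS pH 7.4 with 0.01% Tween-20. Incubations ran 30 min at room temperature, with 10 ug/mL donor/acceptor beads.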
G9a inh = blocks human histone lysine methyltransferase G9a; Q96KQ7; G9a H3K9 monomethylation, AlphaScreen, 2 h; Potency, µM (highest dose often 102 µM), inactives show at the top dose activity, negative = inhibition, hits mostly inhibitors; hit rate 8.8% among 350,000; also: % is scaled to controls: 0 for no effect and ±100 for the full control effect; nearly all actives have a fitted effect of over 75% in size
Target sequence (Q96KQ7 913-1193 limits assumed): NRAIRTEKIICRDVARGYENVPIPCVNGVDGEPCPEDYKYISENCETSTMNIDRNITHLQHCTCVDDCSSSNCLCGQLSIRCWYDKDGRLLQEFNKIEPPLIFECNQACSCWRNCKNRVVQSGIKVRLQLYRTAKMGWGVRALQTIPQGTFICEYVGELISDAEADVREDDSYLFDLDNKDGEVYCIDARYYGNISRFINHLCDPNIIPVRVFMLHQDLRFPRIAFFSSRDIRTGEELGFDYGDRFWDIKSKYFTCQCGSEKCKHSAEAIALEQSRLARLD
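Methyltransferase reactions run at room temperature for 2 h (20 nM enzyme, 500 nM biotin-H3K9 peptide, 20 uM SAM) after a 15 min compound preincubation; product detected by AlphaScreen beads and anti-H3K9me1 antibody.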
Pin1 inhibitor = blocks the human prolyl isomerase Pin1; Q13526; Pin1 FP peptide displacement, HiFluor488, 10 min; Potency, µM (titrated, usually from 115 µM), without a hit: at the top dose activity, negative = inhibition, actives largely listed as inhibitors; hit rate 0.009% among 390,000; AID 504891; active = well fitted inhibition curve with a large enough effect in the polarisation, with a control signal flat, not every such curve was filed as active; inconclusive = small, poorly fitted or top-dose-only effect, or effect the other way, or a change in a side signal; inactive = no such curve, though single readings can be large or run the other way; the % refers to the polarisation; also: % is scaled to controls: 0 for no effect and ±100 for the full control effect
BLM inh = inhibitors of human Bloom syndrome helicase BLM; P54132; recombinant BLM DNA unwinding, fluorescence dequenching; Potency, µM (doses to about 56.1 µM), for inactives: at the highest dose activity change, negative = inhibition, usual class: inhibitors; hit rate 0.2% among 350,000; AID 2528;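 also: plate controls were vehicle for no effect and no enzyme for full effect; nearly all actives have a fitted effect of over 35% in size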
GLS inhibitor = blocks human kidney-isoform glutaminase activity; GLS enzymatic activity, qHTS titration; hit rate 0.21% among 410,000; Potency, µM (highest dose often 45.5 µM), for inactives: at the highest dose activity change, negative = inhibition, actives largely listed as inhibitors; also: % is scaled to controls: 0 for no effect and ±100 for the full control effect
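Glutamate formation by hKGA was monitored fluorometrically using coupled glutamate oxidase, HRP and Amplex Red. Substrate was added as 1 mM L-glutamine solution; incubation was 30 min at RT after an initial read.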
POLI inh = inhibitors of human DNA polymerase iota; Q9UNA4; hit rate 1% among 390,000; Potency, µM (highest dose often 115 µM), for the others: at the highest dose activity, negative = inhibition, actives largely listed as inhibitors; Pol iota fluorescent replication assay, 10 min
Target sequence (Q9UNA4 whole entry, looked up): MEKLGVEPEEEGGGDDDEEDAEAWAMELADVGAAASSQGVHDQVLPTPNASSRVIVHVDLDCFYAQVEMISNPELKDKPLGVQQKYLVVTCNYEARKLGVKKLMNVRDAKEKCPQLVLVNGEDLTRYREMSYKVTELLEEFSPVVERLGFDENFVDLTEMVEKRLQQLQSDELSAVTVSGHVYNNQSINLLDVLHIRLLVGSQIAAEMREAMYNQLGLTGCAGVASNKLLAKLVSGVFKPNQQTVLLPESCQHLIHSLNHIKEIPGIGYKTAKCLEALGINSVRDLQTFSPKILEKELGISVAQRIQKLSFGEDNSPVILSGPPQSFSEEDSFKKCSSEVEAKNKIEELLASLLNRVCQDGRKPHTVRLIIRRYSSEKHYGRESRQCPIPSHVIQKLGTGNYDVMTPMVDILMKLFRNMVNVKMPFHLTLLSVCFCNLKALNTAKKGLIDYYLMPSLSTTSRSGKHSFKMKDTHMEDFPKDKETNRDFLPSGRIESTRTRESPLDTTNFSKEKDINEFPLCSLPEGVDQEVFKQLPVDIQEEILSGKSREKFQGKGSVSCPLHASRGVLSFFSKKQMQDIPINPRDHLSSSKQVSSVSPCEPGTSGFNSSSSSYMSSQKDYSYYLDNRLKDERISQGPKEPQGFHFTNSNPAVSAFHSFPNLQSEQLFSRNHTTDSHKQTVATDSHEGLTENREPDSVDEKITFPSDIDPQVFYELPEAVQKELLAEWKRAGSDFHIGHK
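Fluorescent replication assay read twice, at 0 min and 10 min after adding 50 nM (final) substrate. Enzyme (10 nM) and compounds were first incubated 15 min at room temperature; enzyme-free buffer wells were negative controls.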
Tb PGK inh = inhibitors of T. brucei phosphoglycerate kinase; P07378; PGK/GAPDH coupled, Kinase-Glo luminescence, 60 min; Potency, µM (series often up to 57.5 µM), without a hit: at the top dose activity change, negative = inhibition, most hits filed as inhibitors; hit rate 0.043% among 380,000; AID 602233; also: % is scaled to controls: 0 for no effect and ±100 for the full control effect; nearly all actives have a fitted effect of over 60% in size
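Recombinant glycosomal PGK reaction used 1,3-bisphosphoglycerate generated in-well by GAPDH (100nM final) in 100mM TEA pH 7.6, 5mM MgCl2, 0.01% Tween-20. After 60 minutes at room temperature, ATP was read by Kinase-Glo Plus luminescence end-point.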
JMJD2A Tudor inh = inhibitors of human JMJD2A Tudor domain. O75164. AlphaScreen JMJD2A-Tudor / H3K4me3 peptide binding. Potency, µM (top dose mostly 114 µM), without a hit: at the top dose activity change, negative = inhibition, hits mostly inhibitors. hit rate 4.4% among 390,000; also: % is scaled to controls: 0 for no effect and ±100 for the full control effect; nearly all actives have a fitted effect of over 50% in size
Active calls of the source: *; i = inactive; ? = inconclusive; nt = not tested or not shown; & = joins results of further samples; [ ] = dose if it differs, or a comment. Unless noted, calls follow the shape of the dose curve; as a rule, active = well fitted curve in the direction sought with a large enough effect; inconclusive = small, poorly fitted or top-dose-only effect, or another doubt; inactive = no such curve, though single readings can be large; an effect the other way counts as inactive or inconclusive. Potency is read from the fitted curve at half-maximal effect. These rows are one share of the data; count on the stated rates, not on these rows.

SMILES	BAZ2B block	HP1b binding inh	G9a inh	Pin1 inhibitor	BLM inh	GLS inhibitor	POLI inh	Tb PGK inh	JMJD2A Tudor inh
O=C(O)c1ccc(Nc2nc3ccc(Cl)cc3[nH]2)cc1	?	3%	45µM*	0%	-3%	15%	?	-8%	?
COc1ccccc1NS(=O)(=O)c1ccc2c(c1)NC(=O)C(C)S2 (stereo unspecified)	-37%	-7%	nt	-1%	-4%	14%	-17%	5%	-27%
CC1CN=C(N(C(=O)Nc2ccccc2)c2ccc(F)cc2)S1 (stereo unspecified)	1%	48%[activator]	8%	-4%	3%	7%	25%	-4%	12%
CC(Sc1nnc(C2CC2)n1C1CC1)C(=O)c1ccc(Br)cc1 (stereo unspecified)	4%	15%	?	-1%	nt	4%	-1%	i	-7%
CCOC(=O)C1CCCN(C(=O)Nc2ccccc2)C1 (stereo unspecified)	-2%	15%	25%	0%	-3%	-2%	24%	3%	-2%
O=C(NC1CCN(Cc2ccccc2)CC1)c1ccccc1OCc1ccccc1Cl	-36%	4%	-9%	-3%	2%	5%	64%[activator]	-5%	?
CCCCNCCS(=O)(=O)NCc1ccc(OC)cc1	nt	48%[activator]	nt	2%	nt	0%	21%	-1%	-7%
Cc1ccc(SCCC(=O)NC2CC2)cc1	-4%	39%[activator]	16%[12.7 µM]	5%	-2%	-5%	38%[activator]	1%	-5%
O=C(Nc1cc(C(F)(F)F)ccc1-n1cncn1)C1CC1	-6%	-12%	-45%	-4%	nt	-3%	58%[activator]	-5%	-14%
O=C(Cn1cc(SCc2cccc(Cl)c2)c2ccccc21)N1CCCCCC1	-15%	58%[activator]	6%[59 µM]	1%	-11%	-8%	21%	0%	0%
CC1(C)CC(=O)N(c2cccc(C(F)(F)F)c2)C(=O)C1	10%	52%[activator]	-6%	-6%	-2%	-4%	-4%	-7%	4%
COc1ccccc1C1(CCNC(C)c2cccs2)CCOC(C(C)C)C1 (stereo unspecified)	-13%	21%	-14%	8%	-1%	0%	39%[activator]	-5%	-17%
Cc1ccc(S(=O)(=O)NCC(=O)Nc2cccc([N+](=O)[O-])c2)cc1	-34%	35%	-21%	-3%	-3%	-3%	147%[activator]	4%	-9%
COc1ccc(/C=C/C(=O)c2ccc(OC)cc2OC)c(OC)c1	-32%	4%	-9%[59 µM]	75%[activator]	-13%	6%	-9%	4%	-24%
COc1cc(Cl)ccc1S(=O)(=O)n1nc(C)cc1C	13%	32%[activator]	?	0%	1%	-23%	-3%	-8%	12%
CC(C)(C)c1ccc(C(=O)Nc2onc3c2CCCC3)cc1	1%	39%[activator]	2%[59 µM]	-1%	-6%	-2%	3%	i	-18%
C[C@H](CO)N1C[C@H](C)[C@H](CN(C)S(=O)(=O)c2cn(C)cn2)Oc2ccc(NC(=O)Nc3ccc(C(F)(F)F)cc3)cc2CC1=O	nt	35%	nt	4%	nt	0%	31%[activator]	i	-17%
CCOc1ccc(S(=O)(=O)N2CCN(Cc3nc4ccc(C)cc4o3)CC2)cc1	-10%	11%	18%[59 µM]	21%	-1%	0%	-7%	-2%	-9%
Cc1cccc(C)c1-n1c(C)nn(CCOc2ccccc2)c1=O	-22%	21%	-9%	0%	-3%	-13%	73%[activator]	-8%	10%
COc1ccc(C(=O)Nc2cc(C)nn2-c2cccc(F)c2)cc1	5%	32%[activator]	7%	-8%	-5%	-5%	8%	-3%	10%
CCC(=O)NNC(=O)c1c(O)c2ccccc2[nH]c1=O	-14%	44%[activator]	?	-2%	-2%	16%	62%[activator]	0%	-5%
COc1ccc(C2=NN(C(=O)CCC(=O)O)C(c3ccccc3F)C2)cc1 (stereo unspecified)	0%	36%	-3%	1%	-1%	-3%	120%[activator]	0%	0%
CCOC(=O)c1ccc(NC(=O)c2nc(SCc3ccc(F)cc3)ncc2Cl)cc1	-2%	13%	-19%[59 µM]	8%	-2%	-14%	5%	1%	-14%
Fc1ccccc1N=C1NN=C(c2ccccc2)CS1	-39%	-1%	?	4%	-4%	-4%	118%[activator]	-4%	-29%

Full records as entered above.
Record of COc1ccc(C(=O)Nc2cc(C)nn2-c2cccc(F)c2)cc1 : BAZ2B block = 5%; HP1b binding inh = 32%[activator]; G9a inh = 7%; Pin1 inhibitor = -8%; BLM inh = -5%; GLS inhibitor = -5%; POLI inh = 8%; Tb PGK inh = -3%; JMJD2A Tudor inh = 10%
Record of Fc1ccccc1N=C1NN=C(c2ccccc2)CS1 : BAZ2B block = -39%; HP1b binding inh = -1%; G9a inh = ?; Pin1 inhibitor = 4%; BLM inh = -4%; GLS inhibitor = -4%; POLI inh = 118%[activator]; Tb PGK inh = -4%; JMJD2A Tudor inh = -29%

More structures.
SMILES	BAZ2B block	HP1b binding inh	G9a inh	Pin1 inhibitor	BLM inh	GLS inhibitor	POLI inh	Tb PGK inh	JMJD2A Tudor inh
O=c1c2c(nc3c(-c4ccc(Cl)cc4)c[nH]n13)CCC2	-1%	?	56µM*	0%	-10%	14%	20%	-1%	-5%[11.4 µM]
O=C(Nc1ccccc1C(=O)O)c1ccc2ccccc2n1	?	10%	?	0%	2%	-4%	-3%	i	-7%[11.4 µM]
O=C(O)c1cccc(NC2=C(N3CCOCC3)C(=O)c3ccccc3C2=O)c1	?	-4%	2.8µM*	-20%	-7%	0%	?	-4%	-23%
CCCc1c(C(=O)NNc2ccccc2OC)cnn1-c1ccccc1	?	-24%	nt	-2%	5%	19%	?	-5%	-32%
CCOc1ccc(CO[C@@H]2O[C@H](CO)[C@@H](O)[C@H](O)[C@H]2NC(C)=O)cc1OC	1%	10%	17%	2%	-1%	-6%	152%[activator]	-11%	8%
Cc1ccc2nc3c(cc(C(=O)NCC4CCCO4)c(=N)n3CC3CCCO3)c(=O)n2c1 (stereo unspecified)	-20%	-25%	16%	?	4%	-4%	5%	0%	-17%
COc1cccc(/C=N/NC(=O)c2ccoc2C)c1O	3%	75%[activator]	1%	-3%	-8%	8%	10%	?	-1%[11.4 µM]
CCN(CC)c1cc(C)c2cc(NC(=O)c3cccc(OC)c3)ccc2n1	-2%	32%[activator]	9%[59 µM]	1%	30%[activator]	10%	23%	7%	-20%
COc1ccc(OC)c(S(=O)(=O)Nc2ccc(-c3ccc4nnc(C)n4n3)cc2)c1	-7%	-8%	11%[0.501 µM]	1%	nt	-5%	17%	i	-21%
Cc1cc(=O)[nH]c2c(C)c(N)ccc12	0%	50%[activator]	-5%	-3%	0%	20%	27%	2%	2%
O=C(N/N=C/c1ccc[nH]1)c1sc2ccccc2c1Cl	?	0%	?	11%	-3%	15%	0%	-3%[11.5 µM]	-24%
COc1cc(OC)c(C(=O)NNC(=O)c2ccccc2-n2cccc2)cc1OC	nt	34%	nt	-4%	nt	23%	1%	6%	-15%
COc1ccc(-n2cnc3cc(N)ccc32)cc1	-28%	10%	?	4%	0%	10%	31%[activator]	5%	-18%
COc1cccc(NC(=O)CSc2nnc(CNC(=O)c3ccccc3F)o2)c1	-4%	27%	10%	-3%	1%	-16%	-9%	-8%	5%
COc1ccc([C@@H](C)NC(=O)c2ccc3oc(C(C)C)nc3c2)cc1	-3%	53%[activator]	18%[59 µM]	1%	0%	-14%	4%	-1%	-10%
Cc1ccc(S(=O)(=O)N(C)c2ccccc2C(=O)N2CCCC2)cc1	7%	11%	nt	-1%	-8%	-1%	26%	2%	-9%
Cc1ccccc1NC(=O)Cn1cnc2c(oc3ccccc32)c1=O	-4%	34%	-44%[12.7 µM]	53%[activator]	-8%	-2%	6%	-9%	-11%
Cc1ccc(C)c(NC(=O)c2ccc(S(=O)(=O)C(F)F)cc2)c1	-17%	12%	-8%[59 µM]	-4%	-5%	6%	221%[activator]	-8%	-14%
C[C@@H]1C=C(C(=O)NCc2nc3ccccc3[nH]2)O[C@H](OCc2ccc(CO)cc2)C1	0%	28%	-15%[59 µM]	-8%	0%	4%	-1%	-5%	-25%
O=C(OCc1ccc(F)cc1Cl)c1ccccn1	-38%	30%	-49%[59 µM]	-3%	7%	10%	40%[activator]	-6%	-8%
CCOc1ccc(C(=O)CCC(=O)N(CC)CC(=O)NCc2cccs2)cc1	5%	5%	-2%[12.7 µM]	18%	nt	7%	0%	-4%	-17%
COCCN1C(=O)C(C(=O)OC)CC2=C1CC(C)(C)CC2=O (stereo unspecified)	nt	24%	nt	-2%	nt	8%	?	-9%	-19%
O=C(COC(=O)CC1CC2CCC1C2)NC(=O)NC1CCCC1 (stereo unspecified)	-5%	10%	10%[12.7 µM]	-2%	-14%	9%	167%[activator]	-4%	-15%
O=C(CN1C(=O)/C(=C/c2ccc(F)cc2)SC1=S)N1CCN(CCc2ccccn2)CC1	?	35%	-8%	20%	0%	-8%	0%	i	?
O=C(N/N=C/C=C/c1cccc([N+](=O)[O-])c1)c1ccncc1	15%	47%[activator]	nt	2%	0%	-14%	-23%[58.9 µM]	i	-2%
COc1cc(C)ccc1OCc1cc(C(=O)NC(C)Cn2cncn2)no1 (stereo unspecified)	3%	26%	10%	0%	-4%	-10%	149%[activator]	-1%	-1%
CSCCC(NS(=O)(=O)c1ccc2c(c1)oc(=O)n2C)C(=O)N1CCN(c2cc(Cl)ccc2C)CC1 (stereo unspecified)	-10%	2%	-28%[59 µM]	41%[activator]	-7%	-1%	-7%	-5%	-22%
CC(O)[C@H]1CNC(=S)N1CCc1cccc(F)c1 (stereo partly specified)	1%	22%	9%[59 µM]	-10%	-1%	-1%	13%	-4%	-18%
CCCCCc1c(C)[nH]c2nc3ccccc3n2c1=O	2%	69%[activator]	7%	3%	-11%	9%	-18%	4%	-28%
Cn1cccc1/C=N\NC(=O)c1cncc(Br)c1	?	-1%	?	-7%	-3%	11%	57%[activator]	0%	-23%
Cc1cn(C2CCC(CO)O2)c(=O)[nH]c1=O (stereo unspecified)	2%	13%	25%	?	-3%&4%	-15%	-17%	0%	-4%
CC(CCN(C)C)OC(=O)c1ccc(C(C)c2ccccc2)o1 (stereo unspecified)	-29%	19%	?	5%	-3%	-2%	3%	nt	-10%
